M. tuberculosis = growth inhibition of non-replicating M. tuberculosis (AID 488890). inhibition, % at 25 µM, or IC50 in µM where a hit was titrated. Mycobacterium tuberculosis non-replicating, growth inhibition; higher % means a stronger effect. 0.39% of 320,000 active; in the data active = a potency from the dose series; inconclusive = inhibition mostly from about 82% at the one dose, without a potency; inactive = the rest, 99 in 100 with inhibition below about 76%;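 also: plate controls were DMSO cells for no effect and high antibiotic wells for full effect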
inhibitors of VEEV = inhibitors of VEEV TC-83 cytopathic effect, confirmation, Vero cells (AID 588727) | 0.13% of 350,000 active | inhibition, % at 20 µM; hits with a dose series show IC50 in µM | Vero cells, VEEV TC-83 cytopathic effect inhibition; higher % means a stronger effect; in the data active = a potency from the dose series; inconclusive = inhibition mostly from about 14% at the one dose, without a potency; inactive = the rest, 99 in 100 with inhibition below about 12%; also: strong numbers were not always called active
influenza NS1A = NS1A inhibition, H1N1 influenza, cell based functional assay (AID 504329); one-dose inhibition, % at 12.5 µM; IC50 in µM for titrated hits; NS1A functional cell-based assay, percent inhibition; higher % means a stronger effect; 0.3% of 340,000 active; in the data active = a potency from the dose series; inconclusive = inhibition above about 27% without an active follow-up result; also: strong numbers were not always called active
Salmonella PhoP GFP = PhoP regulon inhibitors, Salmonella typhi PhoP promoter GFP reporter, confirmatory (AID 1850); Salmonella Typhi PhoP-promoter GFP reporter, fluorescence, 4 h; higher % means a stronger effect; one-dose inhibition, % at 50 µM; IC50 in µM for titrated hits; 0.33% of 310,000 active; in the data active = a potency from the dose series; inconclusive = inhibition mostly from about 25% at the one dose, without a potency; inactive = the rest, 99 in 100 with inhibition below about 19%;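 also: 0% = induced wells with vehicle and 100% = uninduced wells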
M. tuberculosis HTS = M. tuberculosis growth inhibition, HTS (AID 449762) | M. tuberculosis H37Rv growth inhibition, 7H9 media; higher % means a stronger effect | inhibition, % at 25 µM; hits with a dose series show IC50 in µM | 0.59% of 330,000 active; in the data active = a potency from the dose series; inconclusive = inhibition above about 70% without an active follow-up result;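 also: bacterial growth assessed after seven days of incubation; strong numbers were not always called active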
inhibitors of VEEV 10K pilot screen = also measured in inhibitors of VEEV; calls as there; inhibition, %; measured here: 10K pilot screen inhibition
* = called active by the depositor; i = inactive; ? = inconclusive; / = no result given.

SMILES	M. tuberculosis	inhibitors of VEEV	influenza NS1A	Salmonella PhoP GFP	M. tuberculosis HTS	others
CCOc1ccc(C2=NNC(c3cccs3)=Nc3ccc(OCC)cc32)cc1	24%	/	/	-5%	?
COC(=O)CSc1nc(N)c2c3c(sc2n1)C(c1ccccc1)SC(c1ccccc1)C3 (stereo not given)	77%	7.8%	-3%	8%	?
Cc1ccc(/C=C(\C#N)C(=O)NCCN2CCOCC2)cc1	-7%	1.7%	6%	4%	-1%
Oc1ccc(N2CCN(c3ncnc4sc(-c5ccccc5)cc34)CC2)cc1	/	9.9%	8%	/	/
CCN(CC)S(=O)(=O)c1ccc(/C=C/C(=O)O)cc1	3%	2.6%	1%	9%	-8%
Cc1ccc(C2(C)NC(=O)N(CC(=O)NCc3cccs3)C2=O)cc1 (stereo not given)	-9%	i	-4%	2%	2%
Cc1nc2ncnn2c(C)c1CCC(=O)N1CCN(C(=O)c2ccco2)CC1	-19%	i	-2%	0%	-6%
CC1CCc2c(sc3nc(CN4CCOCC4)nc(N4CCc5ccccc5C4)c23)C1 (stereo not given)	54%	1.8%	6%	5%	6%
COc1ccc(CCN(C)C2CC(=O)N(c3ccccc3)C2=O)cc1OC (stereo not given)	24%	i	2%	0%	-14%
O=C(O)CCSc1nnc(COc2cccc3ccccc23)n1-c1cccc(Cl)c1	-5%	6.1%	-5%	2%	-9%
CCOC(=O)[C@H]1[C@H]2COc3ccc(C)cc3[C@@H]2N2C(=O)CN(Cc3ccc(OC)cc3)C(=O)[C@@]12C	3%	0.2%	-3%	/	-5%	inhibitors of VEEV 10K pilot screen=6.0
CC(C)C[C@@H]1NC(=O)[C@H](C(C)C)NC(=O)c2cc([N+](=O)[O-])cc(I)c2OCC[C@@H](C(N)=O)NC1=O	7%	1.2%	-1%	-4%	-2%
COc1cc(C2/C(=C(\O)c3ccc4c(c3)OCCO4)C(=O)C(=O)N2CCN2CCOCC2)cc(OC)c1OC (stereo not given)	-9%	0.9%	0%	-1%	-5%
O=c1c2ccccc2[nH]c(=S)n1CCC1=CCCCC1	33%	1.6%	-9%	-5%	5%
COc1cc(NC(=O)CN2C(=O)NC(C)(CCC(C)C)C2=O)cc(OC)c1 (stereo not given)	0%	1.5%	26%	-4%	-4%
O=C(O)c1ccccc1C(=O)Nc1ccc(Oc2cccc3ccccc23)cc1	/	6.8%	-4%	/	/
Cc1[nH]c(C)c(S(=O)(=O)Nc2ccc(OC(F)(F)F)cc2)c1C(=O)N1CCCCC1	16%	2.4%	3%	-7%	-3%
Cc1cccn2c(=O)c3cc(C(=O)NCc4ccc(F)cc4)c(=N)n(CC4CCCO4)c3nc12 (stereo not given)	34%	6.3%	-2%	-4%	5%
O=c1cc(-c2ccsc2)oc2ccccc12	0%	0.7%	-3%	/	-2%	inhibitors of VEEV 10K pilot screen=1.4
CN(NC(=O)c1ccc(Cl)cc1Cl)C1=NS(=O)(=O)c2ccccc21	-6%	1.0%	2%	-3%	-4%	inhibitors of VEEV 10K pilot screen=1.8
O=C1CC(N2CCN(Cc3ccccc3)CC2)C(=O)N1c1ccccc1 (stereo not given)	-2%	i	5%	-1%	-15%
Cc1ccc(-c2csc3ncn(-n4c(C)ccc4C)c(=O)c23)o1	33%	5.2%	87%	16%	-9%
Cn1nccc1C(=O)NC1CCCc2c1cnn2-c1ccc(F)cc1F (stereo not given)	6%	i	-2%	-10%	-14%
COc1cc(/C=C/C(=O)OCC(=O)NC(=O)NC(C)C)cc(S(=O)(=O)N2CCc3ccccc32)c1OC	-4%	12%	16%	-4%	53%
Cc1cc(Nc2cnc3ccccc3n2)n(-c2ccccc2)n1	32%	2.5%	-16%	-14%	3%

The closing 4 compounds of the part before are carried over, then new ones follow.
SMILES	M. tuberculosis	inhibitors of VEEV	influenza NS1A	Salmonella PhoP GFP	M. tuberculosis HTS	others
Cc1ccc(-c2csc3ncn(-n4c(C)ccc4C)c(=O)c23)o1	33%	5.2%	87%	16%	-9%
Cn1nccc1C(=O)NC1CCCc2c1cnn2-c1ccc(F)cc1F (stereo not given)	6%	i	-2%	-10%	-14%
COc1cc(/C=C/C(=O)OCC(=O)NC(=O)NC(C)C)cc(S(=O)(=O)N2CCc3ccccc32)c1OC	-4%	12%	16%	-4%	53%
Cc1cc(Nc2cnc3ccccc3n2)n(-c2ccccc2)n1	32%	2.5%	-16%	-14%	3%
Cc1cc(C)c2c(n1)nn1c(NCCN3CCOCC3)cc(C)nc21	12%	0.2%	-17%	0%	-2%
COc1ccc(Cn2cc(F)c(=O)n(C)c2=O)cc1[N+](=O)[O-]	-5%	0.3%	-6%	4%	-2%
CCOc1ccc(C(=O)NC(=S)Nc2cccnc2)cc1[N+](=O)[O-]	-14%	4.2%	-9%	10%	-1%
CSc1ccc(CNc2ccccc2)cc1	63%	/	/	-11%	-2%
CC(C)CC1CC(C)(c2csc(NNC(=O)c3ccccc3)n2)OC1=O (stereo not given)	-10%	i	-7%	-3%	9%
CCN1CCc2c(sc(NC(=O)c3ccc(S(=O)(=O)N(C)CC4CCCO4)cc3)c2C(N)=O)C1 (stereo not given)	6%	10.0%	0%	3%	3%
COc1ccc(C(=O)NC2(C(F)(F)F)NC(=O)N(CCCc3ccccc3)C2=O)c(OC)c1OC (stereo not given)	3%	0.5%	-4%	2%	-4%
CC(OC(=O)CN1C(=O)c2ccccc2C1=O)C(=O)c1ccccc1 (stereo not given)	-4%	1.3%	-11%	/	-12%
Cc1noc(C)c1S(=O)(=O)N1CCCC1C(=O)O (stereo not given)	-11%	i	2%	11%	-8%
COc1ccc(C)cc1NC(=O)c1ccc2c(c1)OCO2	20%	0.9%	11%	-9%	-8%
COC(=O)c1[nH]c2ccc(C)cc2c1NC(=O)NC1CCCCC1	-6%	7.1%	0%	2%	-3%
CCOc1ccccc1-n1c(SCC(=O)N2CCCC2)nnc1-c1ccoc1C	15%	i	1%	5%	0%
O=C(CSc1nc2c([nH]c3ccccc32)c(=O)n1-c1ccccc1F)NCC1CCCO1 (stereo not given)	7%	9.1%	5%	-1%	-2%
CCc1ccc(NC(=O)Cn2c(SC)nc3ccccc32)cc1	27%	4.4%	10%	7%	65%
CCCCCCCc1c(O)nc(SCCN2CCOCC2)[nH]c1=O	18%	1.5%	1%	7%	-2%
O=C(CSc1nncs1)NCCCc1ccccc1	55%	0.5%	-6%	-4%	9%
CCC1(c2ccc(F)cc2)NC(=O)N(CC(=O)N2CCN(C(=O)c3cccs3)CC2)C1=O (stereo not given)	/	7.5%	3%	/	/

Compounds from the list above containing a nitro group on carbon:
SMILES	M. tuberculosis	inhibitors of VEEV	influenza NS1A	Salmonella PhoP GFP	M. tuberculosis HTS	others
CC(C)C[C@@H]1NC(=O)[C@H](C(C)C)NC(=O)c2cc([N+](=O)[O-])cc(I)c2OCC[C@@H](C(N)=O)NC1=O	7%	1.2%	-1%	-4%	-2%
COc1ccc(Cn2cc(F)c(=O)n(C)c2=O)cc1[N+](=O)[O-]	-5%	0.3%	-6%	4%	-2%
CCOc1ccc(C(=O)NC(=S)Nc2cccnc2)cc1[N+](=O)[O-]	-14%	4.2%	-9%	10%	-1%

Source: PubChem BioAssay (Southern Research Specialized Biocontainment Screening Center)
